Screening data as filed in PubChem.
mIDH1 inhibitor – qHTS for Inhibitors of mutant isocitrate dehydrogenase 1 (IDH1): qHTS; actives 0.093% (n = 390,000); Potency, µM (titrated, usually from 76.6 µM), inactives show at the top dose activity change, negative = inhibition, usual class: inhibitors; IDH1-R132H enzyme, NADPH consumption, diaphorase/resazurin fluorescence; Isocitrate dehydrogenase [NADP] cytoplasmic (Homo sapiens), O75874; note: potency is the fitted concentration of half-maximal effect; % is set by controls: 0 for no effect and ±100 for the full control effect; nearly all actives have a fitted effect of over 65% in size
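IDH1-R132H (0.5 ug/mL) preincubated 30 min with compound, then NADPH (0.016 mM) and alpha-KG (2 mM) added; 80 min at RT, pH 7.5. Remaining NADPH coupled via diaphorase/resazurin to fluorescence (540/590 nm); concentration-response curves normalized to no-enzyme control.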
rTrxR1 inhibitor – qHTS Assay for Inhibitors of Mammalian Selenoprotein Thioredoxin Reductase 1 (TrxR1): qHTS | Thioredoxin reductase 1, cytoplasmic (Rattus norvegicus), O89049 | recombinant rTrxR1, NADPH fluorescence consumption, selenite substrate | Potency, µM (top dose mostly 114 µM), for inactives: top-dose activity change, negative = inhibition, hits mostly inhibitors | actives 1% (n = 390,000); note: potency is the fitted concentration of half-maximal effect; % is set by controls: 0 for no effect and ±100 for the full control effect; nearly all actives have a fitted effect of over 65% in size
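Rat TrxR1 (90 nM in the dispensed reagent) was pre-reduced with 400 uM NADPH for 5 min at room temperature, then incubated with compound for 15 min. After 400 uM selenite was added, NADPH fluorescence (Ex 340/Em 450 nm) was followed for 8 min.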
TRHR enhancer – qHTS for Small Molecule Agonists and Allosteric Enhancers of Human TRH Receptor: Primary Screen for Enhancers; Thyrotropin-releasing hormone receptor (Homo sapiens), P34981; TRHR cells, fluo-8 calcium fluorescence, EC20 TRH enhancement; enhancement, % at 2 µM; actives 0.66% (n = 360,000); AID 493056, 2011; in the data active = enhancement above about 30%; note: 0% is about no effect
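TRHR-expressing cells loaded with fluo-8 calcium dye were read kinetically (ex 480/em 530) during compound addition, then stimulated with an EC20 of TRH (10 nM final). Enhancement of the Gq-mediated intracellular calcium response was scored.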
Pin1 inh – qHTS Assay to Find Inhibitors of Pin1; AID 504891, 2011; Pin1 FP peptide displacement, HiFluor488, 10 min; Potency, µM (series often up to 115 µM), for the others: top-dose activity, negative = inhibition, usual class: inhibitors; Peptidyl-prolyl cis-trans isomerase NIMA-interacting 1 (Homo sapiens), Q13526; actives 0.009% (n = 390,000); active = well fitted inhibition curve with a large enough effect in the polarisation, with a control signal flat, not every such curve was filed as active; inconclusive = small, poorly fitted or top-dose-only effect, or effect the other way, or a change in a side signal; inactive = no such curve, though single readings can be large or run the other way; the % refers to the polarisation; note: potency is the fitted concentration of half-maximal effect; % is set by controls: 0 for no effect and ±100 for the full control effect
Target sequence (Q13526 whole entry, looked up): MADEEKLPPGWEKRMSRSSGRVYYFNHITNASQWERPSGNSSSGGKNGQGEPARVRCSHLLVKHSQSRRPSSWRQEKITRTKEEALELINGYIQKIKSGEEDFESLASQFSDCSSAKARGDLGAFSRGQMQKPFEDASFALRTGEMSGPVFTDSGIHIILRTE
TrxR1 substrate – qHTS Assay for Substrates of Mammalian Selenoprotein Thioredoxin Reductase 1 (TrxR1): qHTS; AID 588456, 2011; Potency, µM (titrated, usually from 114 µM), without a hit: top-dose activity change, negative = substrate turnover; actives 0.01% (n = 390,000); purified TrxR1 substrate turnover, NADPH consumption readout; note: potency is the fitted concentration of half-maximal effect; % is set by controls: 0 for no effect and ±100 for the full control effect; nearly all actives have a fitted effect of over 50% in size
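Rat TrxR1, dispensed at 90 nM, was prereduced with 400 uM NADPH (final) for 5 min at ~22 deg C, then incubated with compound 15 min before 400 uM selenite. A first-read NADPH fluorescence drop versus no-compound background flagged substrates.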
TRHR ag – qHTS for Small Molecule Agonists and Allosteric Enhancers of Human TRH Receptor: Primary Screen for Agonists; Thyrotropin-releasing hormone receptor (Homo sapiens), P34981; TRHR cells, calcium flux fluo-8, FDSS agonist mode; activation, % at 2 µM; actives 0.18% (n = 360,000); in the data active = activation above about 30%; note: 0% is about no effect
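Fluo-8-loaded TRHR cells; 10 s baseline, compound added, kinetic Ca2+ fluorescence read 1/s, agonist mode.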
USP1 inh – Inhibitors of USP1/UAF1: Primary Screen; Ubiquitin carboxyl-terminal hydrolase 1 (Homo sapiens), O94782; Potency, µM (doses to about 57.1 µM), for the others: at the highest dose activity change, negative = inhibition, hits mostly inhibitors; actives 0.23% (n = 390,000); recombinant USP1/UAF1, Ub-Rhodamine cleavage fluorescence; note: potency is the fitted concentration of half-maximal effect; % is set by controls: 0 for no effect and ±100 for the full control effect; nearly all actives have a fitted effect of over 60% in size; inactives centre near -12
Target sequence (O94782 whole entry, looked up): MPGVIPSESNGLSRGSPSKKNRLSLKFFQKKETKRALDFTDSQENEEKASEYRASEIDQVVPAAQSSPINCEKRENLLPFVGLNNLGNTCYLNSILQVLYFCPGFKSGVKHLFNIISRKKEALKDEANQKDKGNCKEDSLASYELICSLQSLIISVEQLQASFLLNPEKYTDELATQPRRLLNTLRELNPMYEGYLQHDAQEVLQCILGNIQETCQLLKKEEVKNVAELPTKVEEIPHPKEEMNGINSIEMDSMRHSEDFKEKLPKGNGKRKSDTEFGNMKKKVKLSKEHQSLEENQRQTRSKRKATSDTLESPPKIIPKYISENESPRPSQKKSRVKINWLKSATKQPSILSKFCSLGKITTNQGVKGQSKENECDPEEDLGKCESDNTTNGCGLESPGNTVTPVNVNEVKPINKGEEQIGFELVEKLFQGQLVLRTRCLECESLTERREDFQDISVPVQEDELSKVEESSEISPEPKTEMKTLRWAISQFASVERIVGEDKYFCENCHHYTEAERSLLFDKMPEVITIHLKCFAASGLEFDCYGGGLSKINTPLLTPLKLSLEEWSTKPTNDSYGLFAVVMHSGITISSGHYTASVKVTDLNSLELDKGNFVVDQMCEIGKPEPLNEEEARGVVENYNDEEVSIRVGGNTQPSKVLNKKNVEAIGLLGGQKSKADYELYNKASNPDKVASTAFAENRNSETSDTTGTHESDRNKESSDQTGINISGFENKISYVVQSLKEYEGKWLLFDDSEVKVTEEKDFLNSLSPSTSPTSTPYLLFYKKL
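1 nM enzyme complex + cpd, 15 min RT; start with Ub-Rho 150nM final; kinetic fluorescence ex 480/em 540, 6 reads q60 s. Buffer 50mM HEPES pH 7.8, 0.5mM EDTA, 0.1 mg/ml BSA, 1mM TCEP, 0.01% Tween-20.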
D2 antag – HTS Assay for Allosteric Antagonists of the Human D2 Dopamine Receptor: Primary Screen for Antagonists; D(2) dopamine receptor (Homo sapiens), P14416; HEK293 TREx D2 cells, calcium flux, dopamine EC80; inhibition, % at 10 µM; actives 2% (n = 340,000); AID 485344, 2010; in the data active = inhibition above about 30%; note: 0% is about no effect
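HEK293 T-REx D2 cells, tet-induced, calcium dye no-wash. Cpd pintool add, 180 s kinetic, then EC80 DA, 180 s kinetic. Ca flux read.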
D2 ag – HTS Assay for Allosteric Agonists of the Human D2 Dopamine Receptor: Primary Screen for Agonists. D(2) dopamine receptor (Homo sapiens), P14416. activation, % at 2 µM. HEK293 T-REx D2 cells, calcium flux agonist mode. actives 0.53% (n = 340,000);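 active = activation over 3 SD above normal in the single-dose calcium agonist read, cut at about 30% in these data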; note: 0% is about no effect
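Calcium-flux readout, 1 cycle/sec over 180 s following compound pin transfer, in inducible HEK293 Trex D2 cells (force-coupled); dopamine controls included. Positive calcium responses during this window marked compounds as potential agonists.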
Starred values were filed as active, the others as inactive; ? = inconclusive; / = no result given; [ ] = dose if it differs, or a comment. Unless noted, calls come from the whole dose curve; as a rule, active = well fitted inhibition curve with a large enough effect; inconclusive = small, poorly fitted or top-dose-only effect; inactive = no such curve, though single readings can be large or run the other way. The list is partial (hit frequency here may not be typical).

SMILES	mIDH1 inhibitor	rTrxR1 inhibitor	TRHR enhancer	Pin1 inh	TrxR1 substrate	TRHR ag	USP1 inh	D2 antag	D2 ag
O=S(=O)(c1ccc(Cl)cc1)N1CCN(C(=S)NCC2CCCO2)CC1 (configuration not stated)	6%	18%	3	-3%	4%	1.1	-6%	-1	0.3
CCN1C(=O)c2ccccc2S(=O)c2ccc(C(=O)N3CCOCC3)cc21 (configuration not stated)	-9%	10%	1	1%	-3%	0.0	-2%	-7	0.5
COC(=O)CN1C(=S)N(c2ccc(Cl)cc2)C(=O)C1CC(=O)Nc1ccc(Cl)cc1 (configuration not stated)	2%	14%	-6	-12%	3%	0.4	-21%	-21	-0.7
CCCCn1c(N)c(N(CCOC)C(=O)c2cc(-c3ccc(C)cc3)nc3ccccc23)c(=O)[nH]c1=O	1%	-3%	6	7%	-6%	-0.2	-7%	-6	0.5
O=C1NC(=Nc2ccc(Cl)cc2)SC1Cc1cc(Cl)ccc1Cl (configuration not stated)	2%	14%	-4	22%	1%	0.1	-8%	11	-0.2
CC1(C)CC(C(=O)Nc2nccs2)CCO1 (configuration not stated)	9%	10%[57.1 µM]	-1	-10%	4%	0.3	-14%	1	-0.5
O=C(CCc1nnc2ccc(N3CCC4(CC3)OCCO4)nn12)Nc1cc(F)ccc1F	-6%	18%	5	-7%	4%	-0.4	-20%	-55	0.8
COCCOC(=O)/C(C#N)=C/c1cn(Cc2ccccc2)nc1-c1cccnc1	4%	8%[57.1 µM]	-3	3%	0%[57.1 µM]	-1.6	-7%	12	-1.5
O=C(c1ccc2c(c1)OCCO2)N(Cc1cccnc1)c1nc2c(F)cc(F)cc2s1	-19%	11%[57.1 µM]	-8	-1%	-7%[57.1 µM]	0.9	-18%	/	1.0
O=C1c2ccccc2CC1(Cc1ccccc1)Cc1ccccc1	2%	4%	1	-2%	1%	0.8	-20%	7	0.1
CCCCN=C1NN=C(c2ccc3c(c2)OCCO3)CS1	-3%	6%[57.1 µM]	0	13%	3%[57.1 µM]	-0.4	-22%	7	-1.0
CCc1nc2c(cnn2-c2ccc(F)cc2)c(=O)n1-c1ccc(N2CCC(C)CC2)cc1	11%	46%[activator]	-1	7%	24%	0.1	-15%	-1	-1.8
CC1=CC(c2ccccc2)n2nc(N)nc2N1 (configuration not stated)	-15%	22%[57.1 µM]	/	5%	88%[activator][57.1 µM]	/	12%	/	/
COCCN(C(=O)CCC(=O)Nc1cc(C)on1)C(C(=O)NC(C)(C)C)c1ccc(OC)cc1 (configuration not stated)	13%	11%[57.1 µM]	-5	2%	-17%[57.1 µM]	1.9	-17%	10	7.9
O=C(CC1S/C(=N/N=C/c2cccnc2)NC1=O)Nc1ccccc1 (configuration not stated)	-7%	15%[57.1 µM]	8	29%	-6%[57.1 µM]	4.0	-14%	-2	0.2
Cc1ccc(CNCc2cccnc2)s1	12%	10%	14	-2%	6%	1.4	-14%	7	0.9
CC1CCN(CCOCCOc2ccc(Cl)cc2Br)CC1	4%	22%	4	1%	13%	0.8	-8%	69*	0.0
O=c1cc(C(F)(F)F)[nH]c2c(OC(F)(F)F)cccc12	7%	4%	-12	-5%	21%	3.6	-4%	5	1.3
Cc1cc(C)n(CCC(=O)N=Nc2c(O)[nH]c3ccc(Br)cc23)n1	23%	27%	0	-1%	-2%	0.0	-16%	-8	1.3
COc1ccc(CC(=O)NNC(=S)Nc2ccc(Br)cc2)cc1	2%	?	2	-1%	5%	-0.4	-24%	12	0.2
O=C(c1ccc(=O)[nH]n1)N1CCN(S(=O)(=O)c2ccc(C(F)(F)F)cc2)CC1	12%	11%	-5	10%	1%	0.2	-16%	-15	0.4
Cc1ccccc1NC(=O)C1c2cccc[n+]2CC(=O)N1Cc1ccc2c(c1)OCO2 (configuration not stated)	8%	11%	-8	13%	6%	0.4	-20%	0	-0.3
COc1ccc(-n2c(SC3CCOC3=O)nc3ccccc32)cc1 (configuration not stated)	7%	2%[57.1 µM]	3	-3%	-4%[57.1 µM]	-0.2	-11%	/	/
CC(=O)N1CCN(c2ccc(NC(=O)c3ccc(Cl)c([N+](=O)[O-])c3)cc2)CC1	-5%	27%	7	3%	8%	-0.3	-14%	13	0.1
O=S(=O)(c1ccc(C2CCCCC2)cc1)N1CCN(c2cc(Cl)ccc2Cl)CC1	3%	36%[activator]	3	-8%	13%[11.4 µM]	3.3	-22%	/	-0.2

A run of entries from the list above, as a working copy:
SMILES	mIDH1 inhibitor	rTrxR1 inhibitor	TRHR enhancer	Pin1 inh	TrxR1 substrate	TRHR ag	USP1 inh	D2 antag	D2 ag
O=S(=O)(c1ccc(Cl)cc1)N1CCN(C(=S)NCC2CCCO2)CC1 (configuration not stated)	6%	18%	3	-3%	4%	1.1	-6%	-1	0.3
CCN1C(=O)c2ccccc2S(=O)c2ccc(C(=O)N3CCOCC3)cc21 (configuration not stated)	-9%	10%	1	1%	-3%	0.0	-2%	-7	0.5
COC(=O)CN1C(=S)N(c2ccc(Cl)cc2)C(=O)C1CC(=O)Nc1ccc(Cl)cc1 (configuration not stated)	2%	14%	-6	-12%	3%	0.4	-21%	-21	-0.7
CCCCn1c(N)c(N(CCOC)C(=O)c2cc(-c3ccc(C)cc3)nc3ccccc23)c(=O)[nH]c1=O	1%	-3%	6	7%	-6%	-0.2	-7%	-6	0.5
O=C1NC(=Nc2ccc(Cl)cc2)SC1Cc1cc(Cl)ccc1Cl (configuration not stated)	2%	14%	-4	22%	1%	0.1	-8%	11	-0.2
CC1(C)CC(C(=O)Nc2nccs2)CCO1 (configuration not stated)	9%	10%[57.1 µM]	-1	-10%	4%	0.3	-14%	1	-0.5
O=C(CCc1nnc2ccc(N3CCC4(CC3)OCCO4)nn12)Nc1cc(F)ccc1F	-6%	18%	5	-7%	4%	-0.4	-20%	-55	0.8

An excerpt of these results, with values under each structure:
Every second line gives: mIDH1 inhibitor | rTrxR1 inhibitor | TRHR enhancer | Pin1 inh | TrxR1 substrate | TRHR ag | USP1 inh | D2 antag | D2 ag
COc1ccc(-n2c(SC3CCOC3=O)nc3ccccc32)cc1 (configuration not stated)
  7% | 2%[57.1 µM] | 3 | -3% | -4%[57.1 µM] | -0.2 | -11% | / | /
Cc1ccc(CNCc2cccnc2)s1
  12% | 10% | 14 | -2% | 6% | 1.4 | -14% | 7 | 0.9

(continued)
SMILES	mIDH1 inhibitor	rTrxR1 inhibitor	TRHR enhancer	Pin1 inh	TrxR1 substrate	TRHR ag	USP1 inh	D2 antag	D2 ag
CC(=O)c1c2c3c(c(Br)ccc3n(C)c1=O)C(=O)c1ccccc1-2	0%	-6%	-1	?	-6%	2.5	2%	-26	0.1
COc1cc(CNc2ccc(C(=O)O)cc2)cc(Br)c1OCC(=O)NC(C)(C)C	-1%	-10%	-7	-12%	-9%	0.3	-10%	/	/
Cc1cc2c(cc1C)C(c1cccc(F)c1)CC(=O)N2 (configuration not stated)	-4%	22%	7	0%	1%	0.3	-25%	-9	-0.2
COc1ccc(C(=O)C(OC(=O)c2ccccc2Cl)c2ccccc2)cc1 (configuration not stated)	1%	-12%	-6	-8%	-12%	1.8	-3%	/	/
CCc1c(C(=O)NNC(=S)NCc2ccccc2)csc1C	1%	-3%	2	4%	-5%	-0.2	-1%	-9	0.2
O=C(Cn1c(=O)oc2cc(S(=O)(=O)N3CCCC3)ccc21)N1CCc2ccccc2C1	-6%	5%	-11	1%	-1%	0.1	-12%	18	1.1
O=C(O)c1ccccc1/C=N/NC(=O)c1cc(-c2ccco2)nc2ccccc12	8%	?	4	?	104%[activator]	-0.3	-27%	-2	-0.5
CC(C)NC(=O)NC(=O)COC(=O)c1ccc(S(=O)(=O)Nc2ccccc2)cc1	-11%	3%[57.1 µM]	4	3%	-2%[57.1 µM]	-0.8	-9%	2	-3.2
COC(=O)c1cc2occc2n1CC(=O)Nc1cc(OC)cc(OC)c1	-1%	?	0	?	0%	-0.3	1%	-6	-0.6
Cc1cccc(C)c1NC(=O)CN(C)C(=O)C(c1ccccc1)c1ccccc1	1%	12%[57.1 µM]	17	0%	5%[57.1 µM]	0.4	9%	-6	1.3
O=C(Nc1nc(-c2cc(Cl)sc2Cl)cs1)c1ccccc1	10%	12%	2	2%	4%	-0.5	-25%	8	-0.3
Cc1ccc(CSc2nc3ccncc3n2Cc2nc(-c3ccccc3C)oc2C)cc1	3%	16%	0	30%[activator]	7%	0.9	?	/	0.0
CC(C)(C)C(=O)Nc1ccc2nc(SCC(=O)N3CCCC3)sc2c1	25%	8%	2	-4%	-1%	-0.1	-12%	/	-1.5
O=C(Nc1ccc(OC(F)(F)F)cc1)c1nc2ccccc2nc1N1CCCCC1	10%	-4%[57.1 µM]	8	1%	-16%[57.1 µM]	2.0	?	/	1.1
O=C(NC1C2CCCC1CN(C1CC1)C2)c1ccc(Cl)cc1 (configuration not stated)	12%	7%	-1	-2%	2%	-0.8	-14%	-9	-1.4
